INS-1E GSIS act – GLuc luminescence reporter in INS-1E cells, primary screen for activators of glucose-dependent secretion of insulin; INS-1E GLuc reporter insulin secretion, 2-3 h; activation, % at 16.6 µM; actives 0.61% (n = 370,000); AID 743287;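 active = lowest replicate activation of at least 40%, so every replicate reaches that level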;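 note: 0% = median of neutral control wells and 100% = median of IBMX positive control wells; some compounds called inactive have numbers as strong as hits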
CFTR F508del cor – correctors of CFTR F508del function in bronchial epithelial cells. CFBE cells, YFP halide quenching; stimulated with forskolin plus potentiator P3; % fluorescence drop versus neutral controls. activity (quench increase), % at 7.58 µM. actives 0.36% (n = 350,000);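 active = mean added fluorescence quench of at least 8% versus neutral control, with both replicates also reaching 8%; inconclusive = only one of the mean or replicate conditions met; inactive = mean below 8% and not both replicates reaching 8%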;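 note: cells transiently co-express mutant CFTR-F508del with the halide-sensitive YFP; corrector assay measuring rescue of mutant channel to the surface after 24 h compound exposure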
CASP6 VEID inh – caspase-6 (human) enzyme inhibition; inhibition, % at 12.5 µM; purified caspase-6, Z-VEID-R110 cleavage fluorescence; actives 0.53% (n = 350,000); P55212;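 active = mean inhibition across replicates at least about 35%, with every replicate also reaching that limit, limit read from the data; inconclusive = only one of the two criteria met; inactive = neither criterion met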;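 note: 0% = median of neutral control wells and 100% = no fluorescence left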
Target sequence (P55212 24-179 limits assumed): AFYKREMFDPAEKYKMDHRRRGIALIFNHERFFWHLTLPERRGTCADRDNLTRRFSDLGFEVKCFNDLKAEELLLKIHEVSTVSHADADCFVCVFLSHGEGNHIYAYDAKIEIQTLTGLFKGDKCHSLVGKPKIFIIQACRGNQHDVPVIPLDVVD
Target sequence (P55212 194-293 limits assumed): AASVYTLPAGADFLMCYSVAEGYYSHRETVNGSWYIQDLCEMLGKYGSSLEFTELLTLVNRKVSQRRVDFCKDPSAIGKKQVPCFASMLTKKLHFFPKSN
E-sel inducer – E-selectin induction on HUVECs. P16581. actives 0.37% (n = 260,000). HUVEC E-selectin immunofluorescence imaging; normalized: neutral wells 0, TNF-alpha wells 100. activation, % at 7.58 µM. AID 686992;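 active = mean E-selectin-positive cell signal at least 10% of the positive control, reached in at least 60% of replicates, without over 20% cell loss; inconclusive = no rule given, readout overlaps actives, possibly toxicity-flagged; inactive = the rest, including those meeting only one limit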;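 note: in these data hits start at about 27%; measured in HUVEC primary endothelial cells; signal is the percent of cells scored E-selectin positive by PE staining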
Target sequence (P16581 whole entry, looked up): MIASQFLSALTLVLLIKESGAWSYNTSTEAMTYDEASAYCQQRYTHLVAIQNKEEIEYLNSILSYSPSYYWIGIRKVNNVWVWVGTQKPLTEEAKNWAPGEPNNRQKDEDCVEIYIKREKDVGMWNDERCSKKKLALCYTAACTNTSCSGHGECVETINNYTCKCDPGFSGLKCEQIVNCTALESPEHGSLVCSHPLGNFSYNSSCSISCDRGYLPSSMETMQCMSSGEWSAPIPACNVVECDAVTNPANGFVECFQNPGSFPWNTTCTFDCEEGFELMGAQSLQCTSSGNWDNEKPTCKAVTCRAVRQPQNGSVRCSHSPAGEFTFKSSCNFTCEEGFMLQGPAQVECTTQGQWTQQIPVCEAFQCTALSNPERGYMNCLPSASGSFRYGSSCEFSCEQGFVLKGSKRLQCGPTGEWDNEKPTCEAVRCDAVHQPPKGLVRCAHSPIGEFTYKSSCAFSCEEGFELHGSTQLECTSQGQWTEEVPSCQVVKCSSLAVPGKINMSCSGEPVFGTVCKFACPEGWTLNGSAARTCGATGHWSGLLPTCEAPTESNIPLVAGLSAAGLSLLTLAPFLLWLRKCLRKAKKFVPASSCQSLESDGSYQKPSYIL
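assay system = HUVEC, human umbilical vein endothelial cells | input = 3,000 HUVEC seeded per well | medium = EGM-2 growth medium on 0.1% gelatin-coated wells | dosing = one compound dose added by pin transfer | signal = immunofluorescence imaging | read-out basis = % PE-positive cells | control set = TNF-alpha, DMSO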
RAD52 inh – RAD52 (human) annealing inhibition; P43351; recombinant RAD52 DNA annealing, FRET fluorescence; inhibition, % at 18.7 µM; actives 0.46% (n = 360,000); AID 651710;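 active = every replicate showing at least 50% inhibition; inconclusive = mean inhibition at least 50% but not in every replicate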
DENV2 CPE rescue – protects cells from dengue virus 2 cytopathic effect; CPE inhibition, % at 9.99 µM; DENV2-infected cells, cytopathic effect rescue, plate reader; actives 1.7% (n = 350,000); in the data active = CPE inhibition above about 20%, passing the limit was not always enough; inconclusive = no clear call, values can overlap the other calls; tested in BHK-21 cells;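 note: 0% = median of neutral control wells and 100% = median of positive control wells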
XiGFP reactiv – activators of X-chromosome reactivation in mouse fibroblasts; XiGFP mouse fibroblasts, % GFP-positive cells imaging, 3 d; cells co-treated with 5-aza-dC sensitizer; scaled so ellipticine positive control = 100%; activation, % at 7.58 µM; actives 0.055% (n = 360,000); AID 743238;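 active = mean normalized replicate activation at least 10% and every replicate at or above 10%; inconclusive = only one of the two criteria met; inactive = mean below 10% and not all replicates reach 10%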;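 note: 0% = median of on-plate neutral control wells and 100% = ellipticine 6 µM median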
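System: SV40-immortalized XiGFP fibroblast cells, line 68-5-11 / Incubation: 3-day compound exposure, then 15 min fixation at room temperature / Compound: single concentration per compound, delivered by pin transfer / Buffer or medium: DMEM plus 5-aza-dC sensitizer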
RAD54 inh – blocks human RAD54 Holliday junction branch migration; FAM/BHQ fluorescence; actives 0.14% (n = 360,000); AID 602329; inhibition, % at 10.4 µM;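 active = mean normalized replicate activity at least 40 and at least half of replicates scoring 40 or more; inconclusive = only one of the two criteria met; inactive = mean below 40 and under half of replicates reaching 40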;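 note: 0% = median of neutral control wells and 100% = median of positive control wells; inhibitors cause a drop in the FAM fluorescence signal; in these data hits start at about 50%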
Starred values were filed as active, the others as inactive; i = inactive; ? = inconclusive; . = not tested or not shown; & = joins results of further samples.

SMILES	INS-1E GSIS act	CFTR F508del cor	CASP6 VEID inh	E-sel inducer	RAD52 inh	DENV2 CPE rescue	XiGFP reactiv	RAD54 inh
O=C(C1=C[C@H](C2CCCCC2)C[C@H](OCc2ccc(CO)cc2)O1)N1CCN(Cc2ccccc2)CC1	-8.8	2.4&1.6	1.2&-2.3	0.0	-18.1&12.5	1.4&1.6	0.0	-7.1
COc1ccc(NC(=O)Cn2ncn3c(cc4ccccc43)c2=O)c(OC)c1OC	-18.8	-0.1	8.2	.	-12.9	-0.5	0.0	-0.2
CC(C)CC#Cc1ccc2c(c1)O[C@H](CN(C)C(=O)c1cnccn1)[C@@H](C)CN([C@H](C)CO)S2(=O)=O	-20.0	-0.7	-2.5	0.2	6.4	-2.2	-1.9	2.4
Cc1[nH]c(C)c(S(=O)(=O)N2CCN(c3cccc(C(F)(F)F)c3)CC2)c1C(=O)N1CCCCC1	-27.2	-0.1	7.7	.	-19.9	1.7	0.0	-4.1
Cc1cc(NC(=O)CN2CCCCC2)n(-c2ccccc2)n1	.	1.4	-1.1	.	-20.9	2.0	0.0	-0.9
COC(=O)c1ccc(N2CCOCC2)c(NC(=O)c2cccnc2)c1	6.7	2.7	-0.7	2.9	-0.5	-0.5	0.0	5.9
CCN(CC)c1ccc(/C=N/NC(=O)CNC(=O)c2cccnc2)cc1	12.1	-2.0	-1.1	0.1	-6.2	15.7	0.1	4.9
CC(C)(C)c1ccc(C(=O)N2CCC2(C)C(=O)NS(=O)(=O)c2ccccc2Cl)cc1 (centres undefined)	1.9	-2.2	-0.6	-0.1	-6.9	-8.9	0.0	0.4
Cc1cc(C)c2c(CC(=O)NC(C)C)coc2c1	8.9	3.4	-1.7	4.9	-16.1	3.1	-0.2	.
CCC(=O)NC(c1cc(Cl)c2ccccc2c1O)C(C)C (centres undefined)	-25.1	-3.7	1.8	0.1	-3.6	-4.7	-0.2	9.4
CC(C(=O)NC1CCCCC1)N(Cc1ccc(F)cc1)C(=O)c1snc(C(N)=O)c1N (centres undefined)	-23.9	-0.3	0.4	.	-1.3	5.0	0.0	-2.7
OCCCCNCc1ccc(OCc2ccc(Cl)cc2)cc1	1.7	1.3	-2.1	.	17.0	5.7	.	-0.9
Cc1c(S(=O)(=O)N2CC(C)CC(C)C2)c(=O)n(C)c(=O)n1C (centres undefined)	26.1	-0.2	7.9	0.0	-2.6	-1.4	1.1	-2.5
O=C(C[C@H]1C[C@H]2c3cc(NC(=O)C4CCC4)ccc3O[C@H]2[C@H](CO)O1)NC1CCCC1	2.8	2.2	3.5	-0.2	13.8	2.4	0.1	5.0
O=C(C[C@@H]1C[C@@H]2c3cc(NC(=O)c4cccnc4)ccc3O[C@@H]2[C@H](CO)O1)NCc1ccccn1	-5.9	0.6	1.9	-0.1	-17.3	15.1	-0.1	1.5
CO[C@@H]1CN(C)C(=O)c2ccc(NC(=O)C3CCOCC3)cc2OC[C@H](C)N(C(=O)c2ccccc2)C[C@@H]1C	7.9	-2.1	.	0.1	-11.7	-5.4	-0.1	-2.6
Cc1cc(C)cc(NC(=O)Nc2ccc3c(c2)C(=O)N(C)[C@@H]2CC[C@@H](CC(=O)O)O[C@@H]2CO3)c1	-4.0	1.3	.	0.0	.	-1.2	0.1	-1.1
O=C(c1ccc(F)cc1)c1ccc(N2CCCCC2)cc1	-10.7	2.0	1.0	0.0	-47.5	0.2	0.0	-7.5
CC12CC3(C)CC(C)(C1)CC(C(N)=O)(C2)C3	.	4.6	0.0	-0.9	19.5	3.3	-0.4	.
COc1cccc(-c2csc3nnc(SCC(=O)c4ccc(NC(C)=O)cc4)n23)c1	.	-0.7	-1.2	.	-22.0	2.7	.	-6.8
Cc1ccc(C(=O)N2CCN(c3ccc([N+](=O)[O-])cc3-n3cccc3)CC2)cc1	-12.2	-1.0	-0.5	-0.1	-12.2	-14.6	0.0	3.1
O=C1CN(S(=O)(=O)c2cccc(F)c2)C[C@H]2[C@@H](c3ccc(-c4ccccc4)cc3)[C@H](CO)N12	5.9	0.1	-2.0	-0.2	-14.7	-3.2	0.0	.
O=C(CCc1nc(-c2ccccn2)no1)NCc1ccc2c(c1)OCO2	-0.9	0.2	-2.4	.	-14.2	-1.9	0.0	5.1
Cc1cc(C)cc(CC(=O)N2CCC2(C)C(=O)NS(=O)(=O)c2ccc(Cl)s2)c1 (centres undefined)	1.2	-1.0	0.7	0.1	-14.3	2.9	0.0	-5.0
COc1ccc(/C=C2\SC(=S)N(CCCC(=O)NC3CCCC3)C2=O)cc1OC	-0.4	0.2	0.3	-0.2	i	9.6	0.3	-17.5
CCOC(=O)Nc1nc(-c2ccc(F)cc2F)cs1	7.1	.	0.3	0.0	-1.9	-3.2	-0.1	.
COc1ccc(C(C(=O)NC(C)(C)C)n2c(-c3ccc(-c4ccccc4)cc3)nc3ccccc32)cc1 (centres undefined)	-0.7	-3.1	-1.4	0.2	-14.6	12.3	0.0	.
COc1cc([C@H]2OC[C@H]3[C@@H]2CO[C@@H]3c2ccc(O[C@H]3O[C@H](CO)[C@@H](O)[C@H](O)[C@H]3O)c(OC)c2)ccc1O[C@@H]1O[C@H](CO)[C@@H](O)[C@H](O)[C@H]1O	20.3	0.9	-1.3	-0.2	-6.4	-4.4	0.2	5.0
Cn1cnc(S(=O)(=O)N2C[C@@H](O)COC[C@@H]3O[C@@H](CC(=O)N4CCN(c5ccccc5)CC4)CC[C@H]32)c1	9.0	-0.3	2.5	0.0	-16.8	-2.8	0.0	8.7
COc1ccc(S(=O)(=O)Nc2ccc3c(c2)[C@H]2C[C@H](CC(=O)N(C)C)O[C@H](CO)[C@H]2O3)cc1	-1.4	-4.0	1.3	0.4	-0.6	-3.8	0.1	-9.9
CC=Cc1ccc2n(c1=O)C[C@H]1[C@H](CO)[C@@H](C(=O)NC3CCCCC3)N(C(=O)C3CC3)[C@@H]21 (mixture of isomers)	4.6	.	-3.0	-0.1	-10.1	-4.8	0.4	7.3
CC(C)C(=O)Nc1ccc2c(c1)C(=O)N(C)[C@H]1CC[C@H](CC(=O)Nc3ccccc3F)O[C@@H]1CO2	2.7	-2.5	2.0	0.1	15.9	77.9*	-0.1	0.6
COc1ccc(-c2coc(CCC(=O)N3CCN(c4cc(C)ccc4C)CC3)n2)cc1	1.8	2.5	1.5	0.0	-6.8	?	0.2	-5.7
Cc1cccc(CCNC(=O)C2CCCN(c3ncnc4c3nc3n4CCCCC3)C2)c1 (centres undefined)	-23.9	0.9	-1.7	.	-5.4	5.0	0.0	1.4
COc1ccc(OC)c(NC(=S)N(CCc2c(C)[nH]c3ccccc23)Cc2cccs2)c1	7.4	0.0	-1.5	0.2	-9.3	-5.7	0.1	3.3
Cc1ccc(N(C)C(=O)n2cnc3ccccc32)cc1	4.2	-0.1	-2.2	.	-0.7	-2.5	0.2	2.6
C[C@H](CO)N1C[C@H](C)[C@H](CN(C)Cc2ccccc2)Oc2c(NS(=O)(=O)c3cn(C)cn3)cccc2C1=O	24.8	-2.3	-0.5	0.0	-1.0	6.1	0.1	-1.2
O=C(CSc1nnnn1C1CCCC1)Nc1ccccc1F	4.3	-1.5	-2.5	-1.3	-14.4	4.4	0.0	5.6
Cc1ccc(-n2nnnc2SCC(=O)NCC2(N3CCOCC3)CCCCC2)cc1	0.8	3.8	-0.5	0.7	-22.1	1.3	0.0	.
CC(C)OP(=O)(OC(C)C)C(Nc1ccccc1)c1ccccc1C(F)(F)F (centres undefined)	.	.	-5.0	.	-6.9	-1.6	-0.1	-3.0
COc1cccc(C#Cc2ccc3c(c2)O[C@H](CN(C)C(=O)c2ccccn2)[C@H](C)CN([C@H](C)CO)S3(=O)=O)c1	-48.2	0.5	-2.5	0.0	-13.5	6.6	0.9	-11.6
COc1ccccc1-c1sc2cc3c(cc2c1C#Cc1cncn1C)OCO3	2.1	0.8	-4.0	0.9	-12.2	-6.4	-0.1	-2.4
COc1ccc(CN2C[C@H](O)COC[C@H]3O[C@H](CC(=O)NCc4ccncn4)CC[C@@H]32)cc1	24.9	-3.8	-1.8	0.0	0.3	20.8*	-0.1	0.7
CN(C)C(=O)c1ccc(-c2ccc(C3[C@@H]4CN(C(=O)C5CCCCC5)C[C@H]3N4)cc2)cc1 (some centres undefined)	-16.6	-0.7	-2.3	0.1	5.8	5.1	0.1	.
Nc1cc(Nc2ccc(Br)cc2)nc(N)n1	-6.2	2.0	-1.2	.	-18.1	3.6	-0.1	.
Cc1ccn2cc(CNS(=O)(=O)c3ccc4ccccc4c3)nc2c1	16.5	0.3	4.3	.	-27.4	-1.5	0.3	-7.2
COc1ccccc1NC(=O)Nc1ccc(N2CCOCC2)cc1	13.9	0.2	0.6	0.8	0.1	0.4	-0.8	.
C[C@@H]1CN([C@H](C)CO)C(=O)CCCn2nncc2CO[C@H]1CN(C)Cc1cccnc1	12.4&-7.1	2.2&1.1&-0.9	-9.4&-1.5&-2.1	-2.5&0.6	-7.6&5.2&-2.8	2.4&-2.6&-3.2	0.1&-0.4	-8.5&-1.8&-10.3
COc1ccc(C(=O)Nc2ccc3c(c2)nc(CN2CCCC2)n3C)cc1	-3.1	-1.8	0.9	-2.0	7.3	.	0.3	3.0
CN1CCN(C(=O)c2ccccc2NC(=O)c2ccccc2Br)CC1	-3.5	2.7	-1.1	-0.4	2.8	14.6	0.3	0.2
O=C(CCc1nnc(CCCc2ccccc2)o1)NCCc1ccccc1	-7.8	0.1	1.1	.	-10.7	-7.0	0.0	.
COCCOC(=O)C1=C(C)N(c2ccccc2)C(=S)NC1c1ccccc1C(F)(F)F (centres undefined)	11.2	-1.7	1.3	.	-12.5	.	0.3	-5.5
S=C(NC1CCCC1)N1CCN(c2ccc(Cl)cc2)CC1	-14.1	-3.2	0.6	-1.9	-7.9	1.7	0.0	.
C[C@H](NC(=O)C[C@H]1CC[C@H](NC(=O)Nc2ccc3c(c2)OCO3)[C@H](CO)O1)c1ccccc1	21.6	-1.7	-1.8	-0.2	-5.6	-1.6	0.6	0.0
CNc1nccc(-c2ccc(Cl)cc2)c1C#N	20.2	1.6	4.9	.	-6.3	-0.2	0.0	.
C[C@@H]1CCCCO[C@@H](CN(C)Cc2ccc3c(c2)OCO3)[C@@H](C)CN([C@@H](C)CO)C(=O)c2cc(NC(=O)Nc3ccc(C(F)(F)F)cc3)ccc2O1	-22.8	0.9	-1.0	-0.2	45.8	-30.1	-0.1	-1.9
C[C@H](CO)N1C[C@H](C)[C@@H](CN(C)C(=O)Nc2ccc3c(c2)OCO3)OCCCC[C@H](C)Oc2ccc(NC(=O)NC3CCCCC3)cc2C1=O	-3.6	-0.9	.	0.0	.	-4.0	0.1	-28.5
CN(C)CCCNc1nc2cc(-c3cnn(C)c3)sc2c(=O)n1C	9.6	1.9	-27.6	?	59.3*	-1.3	0.2	35.4
COc1ccccc1OCC(=O)Nc1ccc(S(=O)(=O)N2CCOCC2)cc1	15.2	1.6	0.5	-0.2	-20.7	-7.4	0.1	4.9
Cc1ccc(C(O)c2ncc(-c3ccccc3Cl)[nH]2)cc1F (centres undefined)	-16.6	-3.0	-2.5	2.3	1.2	-14.0	0.0	-8.6
